IDE act – IDE (human) activation, cell-based; P14735; HEK cells, FAbeta-B cleavage, fluorescence polarization; 0% vehicle, 100% cell-free pure enzyme wells; activation, % at 5.96 µM; 340,000 tested, 0.073% active; AID 493087;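 active means activation above the mean of all tested compounds plus 3 SD, set per screening campaign, cut at about 17% in these data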
pCIP destab – p/CIP protein destabilization; Q05BA5; F442A p/CIP-EGFP cells, EGFP fluorescence, 16 h; decrease of EGFP signal, % at 10 µM; 290,000 tested, 0.01% active;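 active means EGFP signal decrease of at least 30% at 10 µM or well 3 SD below plate mean, unless failing retest; inactive means the rest, including hits failing retest or dose response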; further: some compounds called inactive have numbers as strong as hits; many of its hits are not listed in these tables
IDE cell inh – inhibitors of human insulin-degrading enzyme in cells | HEK cells, FAbetaB cleavage, fluorescence polarization | inhibition, % at 5.59 µM | 320,000 tested, 0.41% active | AID 434962;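 active means percent inhibition above the average of all tested compounds plus 3 SD, set per screening campaign, cut at about 16% in these data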;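 further: IDE supplied by intact live HEK cells; FP after avidin binding of uncleaved biotin substrate so inhibition keeps polarization high; 0% = DMSO wells and 100% = 60 µM reference IDE inhibitor Ii1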
CRFBP-R2 block – CRF-BP/CRF-R2 complex antagonism | inhibition, % at 11.8 µM | HEK293 CRF-R2/CRF-BP, CRF-induced calcium fluorescence | 350,000 tested, 0.59% active | AID 588475;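 active means inhibition of the ligand-induced calcium signal above about 50% at the single tested concentration, limit read from the data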
GalR3 antagonist – blocks the human galanin receptor 3; O60755; HEK293 GalR3-CNG cAMP membrane potential fluorescence; galR3 body fused to GalR1 C-terminus; inhibition, % at 3 µM; 360,000 tested, 0.44% active; AID 651719;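 active means inhibition above the screen-wide average plus 3 SD, cut at about 13% in these data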;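 further: forskolin and galanin both at EC90 stimulate the cells; cAMP rise reported by CNG channel membrane potential dye signal; 0% = forskolin plus galanin with DMSO and 100% = forskolin alone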
PHOSPHO1 block – blocks human PHOSPHO1 phosphatase activity. AID 1565. inhibition, % at 13.3 µM. recombinant PHOSPHO1, absorbance phosphatase assay. 290,000 tested, 1.1% active; in the data active means inhibition above about 60%
MEKK3 PB1 HTS – modulators (inhibitors or enhancers) of MEK5 binding to human MEKK3 PB1 domain. 290,000 tested, 1.4% active. AID 1529. bead-based flow cytometry, Alexa488-MEK5 binding to MEKK3; actives lie on both sides; 0 = blocked by unlabeled MEK5, 100 = vehicle. binding response (% of control), % at 10 µM. Q99759;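 active means binding response more than 3 SD above or below the average of its plate-row segment, actives on both sides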;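 further: Alexa488 bead fluorescence after subtracting the streptavidin-only scavenger bead signal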
CHRM4 PAM – CHRM4 positive allosteric modulation; P08173; CHO-K1 hM4/Gqi5, Fluo-8 calcium fluorescence, ACh EC20; 0% = ACh EC20, 100% = maximal ACh; activation, % at 3 µM; 360,000 tested, 0.4% active;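 active means activation above its plate's cutoff, the mean activation of sample wells plus 3 SD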; further: some results filed as inactive read as strong as hits
CRFR2-BP ag – agonists of human CRF-binding protein/CRF-R2 receptor complex; HEK293 CRF-R2/CRF-BP, calcium dye fluorescence (FLIPR); percent of saturating CRF peptide response; activation, % at 13.2 µM; 350,000 tested, 0.46% active; AID 588473;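 active means activation of at least 50%, plus an integration ratio under a set limit after plate pattern correction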;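 further: plate controls were neutral control wells without compound for no effect and CRF at EC100 for full effect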
* hit, by the source's call; . = no result given; [ ] = another dose, or the depositor's remark.

SMILES	IDE act	pCIP destab	IDE cell inh	CRFBP-R2 block	GalR3 antagonist	PHOSPHO1 block	MEKK3 PB1 HTS	CHRM4 PAM	CRFR2-BP ag
O=C(Nc1ccc(Br)cc1)c1nn(C23CC4CC(CC(C4)C2)C3)cc1Br	3	2	3	1	-4	9	102	2	1.8
CN1CCN(c2c(C#N)c(C(F)(F)F)nn2C)CC1	0	14	-2	5	-3	36	101	4	-1.1
Cc1cccc(N=Cc2c(O)n(-c3ccccc3C)c(=O)[nH]c2=O)c1	5	-6	-1	7	-9	20	109	-5	-0.3
CC(=O)O[C@@H]1CC[C@]2(C)C3CC[C@]4(C)C(=O)[C@H](O)CC4C3[C@@H](OC(C)=O)C[C@H]2C1 (stereo not given in full)	1	.	9	-4	-9	.	.	2	2.7
N#CCCn1cc(C(=O)Nc2ccccc2Br)c(-c2ccc([N+](=O)[O-])cc2)n1	-2	3	-3	-15	2	12	104	-11	-3.2
Cc1cc(NC(=O)COC(=O)c2c(C)nn(Cc3ccccc3Cl)c2Cl)no1	8	-14	4	1	-4	1	93	8	-1.3
O[C@H]1C2CCC1C(N1CCCCC1)CC2 (stereo not given in full)	-3	-3	-1	2	-2	-3	102	-1	-0.6
Cc1ncc(CN2CCCC(C(=O)c3cccc(Cl)c3)C2)s1 (stereo not given)	5	-16	-1	-5	-5	12	106	-2	-1.2
CCC(=NCc1ccc2c(c1)OCO2)c1c(O)n(C)c(=O)n(C)c1=O	2	-10	9	-1	0	6	105	-7	-5.8
Cc1cc(C=O)c(C)n1CC1CCCO1 (stereo not given)	0	-2	0	28	-2	6	109	4	0.5
CN(C)C(=O)Oc1ccc(-c2cn3cc(Cl)ccc3n2)cc1	1	1	5	-15	2	-7	91	2	-2.6
COc1ccc(-n2c(Cc3ccccc3)nc3ccccc3c2=O)cc1	2	-10	-4	-11	0	50	96	-1	1.3
Cc1ccc(CNC2=NCCS2)cc1	-2	-5	3	-5	-4	30	89	-20	0.2
C[C@]12CCC(=O)C=C1C=CC1C2CC[C@]2(C)C(=O)CCC12 (stereo not given in full)	0	.	3	3	-3	.	.	7	-0.7
COC(=O)Nc1ccc(N=C(N)N[N+](=O)[O-])cc1	2	0	5	-6	-5	12	108	-9	-1.5
Cc1cccc(NC(=O)[C@@H](NC(=O)N2C[C@H]3C[C@@H](C2)c2cccc(=O)n2C3)C(C)C)c1	3	1	-5	-5	3	29	97	15	-0.6
COc1ccc(-n2c(SCCN(C)C)nc3ccccc3c2=O)cc1	3	0	-1	-3	-3	12	66	8	-1.5
COc1cc(/C=N/NP(=S)(c2ccccc2)c2ccccc2)ccc1O	2	-16	-7	-17	-6	29	112	7	-1.2
Cn1cccc1/C=C1/C(=O)NC(=S)N(Cc2ccc(F)cc2)C1=O	0	-6	-5	-27	-2	-68	88	5	-1.3
CCOP(=S)(OCC)SCSP(=S)(OCC)OCC	2	.	.	19	-6	.	.	9	-1.4
O=S(=O)(c1ccc(Cl)cc1)N1CN2CCN(C2)C1	-4	-3	0	2	-3	-1	96	12	-0.6
O=C(C1CC(=O)N(C2CCCCCCC2)C1)N1CCC2(CC1)OCCO2 (stereo not given)	3	1	-1	-22	-7	-3	104	0	-1.0
CCOC(=O)[C@]12Cc3cc(N(C)C)ccc3[C@H]1N(Cc1ccccc1)C(=O)c1ccccc12	4	.	.	6	1	.	.	-7	4.0
Nc1ccc(Br)cc1C(=O)c1ccccc1	-3	1	-3	-23	-2	-10	101	0	0.6
NP(=O)(OCCCCc1ccccc1)Oc1ccccc1Cl (stereo not given)	-4	-2	0	-2	-7	-7	103	-2	-2.9

Entries shown so far containing a cyano group:
SMILES	IDE act	pCIP destab	IDE cell inh	CRFBP-R2 block	GalR3 antagonist	PHOSPHO1 block	MEKK3 PB1 HTS	CHRM4 PAM	CRFR2-BP ag
CN1CCN(c2c(C#N)c(C(F)(F)F)nn2C)CC1	0	14	-2	5	-3	36	101	4	-1.1
N#CCCn1cc(C(=O)Nc2ccccc2Br)c(-c2ccc([N+](=O)[O-])cc2)n1	-2	3	-3	-15	2	12	104	-11	-3.2

A different layout for some results above:
Cc1cccc(NC(=O)[C@@H](NC(=O)N2C[C@H]3C[C@@H](C2)c2cccc(=O)n2C3)C(C)C)c1
  IDE act: 3; pCIP destab: 1; IDE cell inh: -5; CRFBP-R2 block: -5; GalR3 antagonist: 3; PHOSPHO1 block: 29; MEKK3 PB1 HTS: 97; CHRM4 PAM: 15; CRFR2-BP ag: -0.6
COc1ccc(-n2c(SCCN(C)C)nc3ccccc3c2=O)cc1
  IDE act: 3; pCIP destab: 0; IDE cell inh: -1; CRFBP-R2 block: -3; GalR3 antagonist: -3; PHOSPHO1 block: 12; MEKK3 PB1 HTS: 66; CHRM4 PAM: 8; CRFR2-BP ag: -1.5
COc1cc(/C=N/NP(=S)(c2ccccc2)c2ccccc2)ccc1O
  IDE act: 2; pCIP destab: -16; IDE cell inh: -7; CRFBP-R2 block: -17; GalR3 antagonist: -6; PHOSPHO1 block: 29; MEKK3 PB1 HTS: 112; CHRM4 PAM: 7; CRFR2-BP ag: -1.2
Cn1cccc1/C=C1/C(=O)NC(=S)N(Cc2ccc(F)cc2)C1=O
  IDE act: 0; pCIP destab: -6; IDE cell inh: -5; CRFBP-R2 block: -27; GalR3 antagonist: -2; PHOSPHO1 block: -68; MEKK3 PB1 HTS: 88; CHRM4 PAM: 5; CRFR2-BP ag: -1.3

Later entries
SMILES	IDE act	pCIP destab	IDE cell inh	CRFBP-R2 block	GalR3 antagonist	PHOSPHO1 block	MEKK3 PB1 HTS	CHRM4 PAM	CRFR2-BP ag
O=c1[nH]c(=S)n(C2CC2)c(O)c1/C=N/Nc1ccccc1	-1	-14	0	-30	-9	6	103	17	2.0
OC(c1cccc(Cl)c1)(c1cccc(Cl)c1)C1CN2CCC1CC2 (stereo not given)	1	-5	3	-58	-11	41	109	-23	15
O=C(O)C1Cc2ccccc2N2CCCC12 (stereo not given)	1	2	0	2	-10	42	100	-3	2.1
Cc1ccc2c(c1)C(c1ccccc1)=NCC(=O)N2C	5	.	2	7	2	.	.	-8	1.4
CCN1CC2(COC(=O)c3ccccc3N)CCC(OC)C34C5CC6C(OC)CC(O)(C5C6OC)C(O)(C(OC)C23)C14 (stereo not given)	4	2	1	-34	.	33	89	-2	-0.6
CCCCn1c(C)c(C(=O)O)c2cc(OC)ccc21	-1	4	0	-3	1	7	81*[inhibitor]	-4	-1.2
CNC(=S)NC1CC2CCCC(C1)N2CC(C)C (stereo not given)	3	-10	6	0	-10	-14	88	-8	0.3
CN1/C(=C\C=C2C(=O)NC(=O)NC2=O)C(C)(C)c2ccccc21	-65	-70	57*	-383	-7	7	105	-17	378*
CNCC(O)c1cc(OCc2ccccc2)c(OCc2ccccc2)cc1F (stereo not given)	-2	.	3	-17	-8	.	103	19	5.2
Cn1cccc1/C=C1/C(=O)NC(=O)N(C(C)(C)C)C1=O	0	6	1	-12	-8	28	95	-5	0.3
CCN1CC=C(c2c[nH]c3ccccc23)CC1	12	-15	-3	4	-4	-10	91	6	-0.4
CCOC(=O)c1nc2ccccc2c(=O)n1-c1cccc(C)c1	1	8	-3	42	-3	1	103	-6	-0.8
CC(C)Oc1ccc(C2C(C#N)=C(N)Oc3c2c(=O)oc2ccccc32)cc1 (stereo not given)	5	-6	-1	17	-2	10	97	2	-0.7
CCC(=O)Nc1ccc(Cl)c(Cl)c1	3	.	.	15	.	.	.	9	0.3
COc1ccccc1OCCCn1cc(C(C)=O)c2ccccc21	7	-10	0	2	-2	1	100	-13	-3.9
CCOC(=O)c1c(-c2ccccc2)oc2ccc(OC(=O)N(C)C)cc12	7	-4	-4	-28	-3	-4	96	24	0.1
FC(F)(F)c1cccc(-n2nnnc2C2(N3CCOCC3)CCCCC2)c1	0	-2	-3	6	-6	43	100	2	1.5
O=[N+]([O-])c1c(Cl)c(Cl)c(Cl)c(Cl)c1Cl	4	.	.	9	-3	.	.	4	-0.2
Cc1cc(C=C2C(=O)N(C)C(=O)N(C)C2=O)c(C)n1-c1ccccc1	1	-2	-1	32	-6	-58	104	5	6.8
COc1ccc(-c2nn(CCC#N)cc2C(=O)Nc2ccccc2)cc1OC	1	-1	-1	-5	-8	19	112	-1	1.0
COc1ccc(C(=O)Cn2c(NCCCl)nc3ccccc32)cc1	4	-6	7	11	-10	32	99	-7	-0.8
CCC1CCCCN1P(=O)(c1ccc(C)o1)C(C)(C)C (stereo not given)	1	-3	2	8	-4	30	97	5	1.1
COC(=O)C1=C(c2ccc(F)cc2OCc2ccccc2)C[C@@H]2CC[C@H]1N2C(=O)NCCN1CCOCC1	5	.	-1	-3	-4	.	.	7	-4.2
COc1cc(C(O)CNC(C)C)cc(F)c1OC (stereo not given)	4	.	3	-4	-6	.	103	20	0.1
COC(COC(N)=O)C1=C(N2CC2)C(=O)C(C)=C(N2CC2)C1=O (stereo not given)	1	.	.	-6	-2	.	.	4	6.6

The final seven compounds of the part before lead into the next:
SMILES	IDE act	pCIP destab	IDE cell inh	CRFBP-R2 block	GalR3 antagonist	PHOSPHO1 block	MEKK3 PB1 HTS	CHRM4 PAM	CRFR2-BP ag
Cc1cc(C=C2C(=O)N(C)C(=O)N(C)C2=O)c(C)n1-c1ccccc1	1	-2	-1	32	-6	-58	104	5	6.8
COc1ccc(-c2nn(CCC#N)cc2C(=O)Nc2ccccc2)cc1OC	1	-1	-1	-5	-8	19	112	-1	1.0
COc1ccc(C(=O)Cn2c(NCCCl)nc3ccccc32)cc1	4	-6	7	11	-10	32	99	-7	-0.8
CCC1CCCCN1P(=O)(c1ccc(C)o1)C(C)(C)C (stereo not given)	1	-3	2	8	-4	30	97	5	1.1
COC(=O)C1=C(c2ccc(F)cc2OCc2ccccc2)C[C@@H]2CC[C@H]1N2C(=O)NCCN1CCOCC1	5	.	-1	-3	-4	.	.	7	-4.2
COc1cc(C(O)CNC(C)C)cc(F)c1OC (stereo not given)	4	.	3	-4	-6	.	103	20	0.1
COC(COC(N)=O)C1=C(N2CC2)C(=O)C(C)=C(N2CC2)C1=O (stereo not given)	1	.	.	-6	-2	.	.	4	6.6
O=C1NC(=O)C(CCc2ccncc2)(Cc2ccc([N+](=O)[O-])cc2)C(=O)N1	4	-2	8	17	-2	-10	140*	17	6.6
COc1cc(/C=C/c2nc3ccccc3c(=O)n2-c2ccccc2O)ccc1O	-61	-45	60*	-13	-11	25	98	-15	12
C[C@@H]1CC[C@@]2(NC1)O[C@H]1C[C@H]3[C@@H]4CC=C5C[C@@H](O)CC[C@]5(C)[C@H]4CC[C@]3(C)[C@H]1[C@@H]2C	3	-9	-1	-8	.	7	104	-10	-0.9
CCC(NC(=O)OC(C)(C)C)C(=O)Oc1cc(C)cc2oc(=O)c3c(c12)CCC3 (stereo not given)	7	1	-3	-9	1	-3	97	1	-0.3
CCc1ccccc1NC(=O)CSc1nnc([C@@H](N)Cc2c[nH]c3ccccc23)o1	2	1	-4	7	-1	51	98	4	-0.2
COc1ccc(N2CCN(C(CNC(=O)Oc3ccccc3)c3cccnc3)CC2)cc1 (stereo not given)	0	-12	-1	1	-11	-24	103	17	-0.2
CN(C)Cc1c[nH]c2ccccc12	0	.	6	12	-9	.	.	-3	-2.0
Cc1c(N)c(C)c([N+](=O)[O-])c(C)c1[N+](=O)[O-]	3	-4	6	23	-3	12	97	1	-0.6
CN(C)CCOC(=O)c1cn(Cc2ccccc2)c2ccccc12	-2	-4	1	-27	-12	38	88	-3	1.2
O=Cc1c(C(=O)O)n(Cc2ccccc2F)c2ccccc12	-3	-5	5	-1	-3	16	105	4	-1.2

Compound activity (PubChem BioAssay)

Only part of the results is shown; rates above refer to the full screens.
